Source: PubChem
Caspase-7 inhib: allosteric or competitive inhibitors of human caspase-7; P55210; 75,000 compounds, 0.02% hits; recombinant caspase-7, Ac-DEVD-AFC fluorescence rate; Potency, µM (highest dose often 57.5 µM), inactives show at the highest dose activity change, negative = inhibition, usual class: inhibitors; active = well fitted inhibition curve with a large enough effect in the main read-out, with a control signal flat, not every such curve was filed as active; inconclusive = small, poorly fitted or top-dose-only effect, or a change in a side signal; note: potency is the fitted concentration of half-maximal effect; % of control where 0% means no effect
BRCT PPI green: BRCA1 BRCT-phosphoprotein interaction inhibition; P38398; Potency, µM (series often up to 76.9 µM), for inactives: top-dose activity change, negative = inhibition, actives largely listed as inhibitors; BRCA1 BRCT-phosphopeptide binding, green fluorescence polarization; 75,000 compounds, 0.05% hits;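 note: potency is the fitted concentration of half-maximal effect; plate controls were peptide without protein for full effect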
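Compounds were incubated for 12 min at room temperature with a complex of 100 nM fluorescein-tagged pBACH1 decapeptide and 250 nM His-tagged BRCT protein. Buffer was phosphate pH 7.3 with EDTA, DTT and Tween 20. Disruption of binding lowers the polarization signal.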
BRCT PPI red: inhibitors of human BRCA1 BRCT-phosphoprotein interaction (red fluorophore). P38398. BRCT-phosphopeptide binding, red fluorescence polarization. Potency, µM (titrated, usually from 76.9 µM), without a hit: top-dose activity change, negative = inhibition, actives largely listed as inhibitors. 75,000 compounds, 0.03% hits; note: % is set by controls: 0 for no effect and ±100 for the full control effect
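Fluorescence polarization: 100 nM His-tagged BRCA1 BRCT with 100 nM TAMRA-labelled phospho-BACH1 decapeptide, phosphate buffer pH 7.3 with 150 mM NaCl, DTT, 0.01% Tween 20; 12 min RT. Binding inhibition seen as FP decrease.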
Casp1 inh: allosteric or competitive inhibitors of human caspase-1. 75,000 compounds, 0.03% hits. Caspase-1 enzyme, Ac-WEHD-AFC fluorogenic rate. P29466. Potency, µM (series often up to 57.5 µM), for the others: at the top dose activity change, negative = inhibition, most hits filed as inhibitors;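 note: potency is the fitted concentration of half-maximal effect; plate controls were vehicle for no effect and no substrate for full effect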
Active calls of the source: *; u = inconclusive; [ ] = remark or other dose. Unless noted, calls come from the whole dose curve; as a rule, active = well fitted curve in the direction sought with a large enough effect; inconclusive = small, poorly fitted or top-dose-only effect, or another doubt; inactive = no such curve, though single readings can be large; an effect the other way counts as inactive or inconclusive. An excerpt (hit frequency here may not be typical).

Value order – Casp1 inh	BRCT PPI red	Caspase-7 inhib	BRCT PPI green
1) COC(=O)c1ccc(C23CC4(C2)[C@H](CN(Cc2ccc(-c5ccccc5)cc2)[C@@H]4c2ccccc2)C3c2ccccc2)cc1 (stereo partly drawn)
→ -0.8%	0.6%	-0.6%	1.7%
2) CCC1=C2CC[C@H]3C(=O)N(CC)C(=O)[C@H]3[C@H]2[C@@]2(Cc3ccccc3)C(=NCc3ccccc3)OC(=O)N2C1=O
→ -3.8%	1.0%	-5.8%	0.4%
3) Cn1c(N)c(C(=O)COC(=O)c2cc(C(F)(F)F)nc3c(C(F)(F)F)cccc23)c(=O)n(C)c1=O
→ -3.8%	-2.1%	1.1%	-3.6%
4) CCC1=C2CC[C@H]3C(=O)N(c4ccccc4)C(=O)[C@H]3[C@H]2[C@@]2(C)C(=NCc3ccccc3)OC(=O)N2C1=O
→ -0.3%	0.1%	-2.8%	-1.0%
5) CCC1=C2CC[C@H]3C(=O)N(C)C(=O)[C@H]3[C@H]2[C@@]2(C)C(=O)N(CC(=O)OC)C(=O)N2C1=O
→ 2.3%	-1.7%	-0.8%	-5.1%
6) CCC1=C(OC(=O)N(CC)CC)N2C(=O)OC(=NCCOC)[C@]2(C)[C@H]2C1=CC[C@H]1C(=O)N(CC)C(=O)[C@H]12
→ -1.7%	1.5%	-4.5%	-0.3%
7) Cn1c(=O)c(C(=O)COC(=O)c2cc(C3CC3)nc3ccccc23)c(N)n(Cc2ccccc2)c1=O
→ -13.6%	-2.0%	-11.7%	4.6%
8) Nc1nc2c(ncn2[C@@H]2O[C@H](CO)[C@@H](O)[C@H]2O)c(=O)[nH]1
→ 3.2%	0.2%	1.4%	-1.1%
9) COC(=O)[C@@H]1C[C@H]2CC[C@H](O)C[C@H]2N1Cc1ccc(Cl)cc1
→ -0.5%	1.8%	-0.9%	-0.6%
10) Cc1cc(N)c2cc(OCCOc3ccc4nc(C)cc(N)c4c3)ccc2n1
→ u	0.8%[15.4 µM]	u	-1.6%[15.4 µM]
11) CCC1=C(OC(=O)N(CC)CC)N2C(=O)OC(=NCC3CC3)[C@]2(C)[C@H]2C1=CC[C@H]1C(=O)N(c3ccccc3)C(=O)[C@H]12
→ -4.1%	-1.9%	-0.4%	-0.2%
12) COC(=O)[C@@H]1C[C@@]2(O)[C@H](O)[C@H](O)[C@H](O)C[C@H]2N1Cc1ccc(C(C)(C)C)cc1
→ 0.6%	0.1%	0.0%	-2.4%
13) O=C(/C=C/c1ccccc1)c1cccs1
→ 3.6%	-3.5%	-0.1%	-8.3%
14) CCC1=C(OC(=O)N(CC)CC)N2C(=O)OC(=NCC3CC3)[C@]2(Cc2ccccc2)[C@H]2C1=CC[C@H]1C(=O)NC(=O)[C@H]12
→ -4.3%	-1.0%	-2.4%	-0.9%
15) COc1cc2c(C(=O)c3ccccc3)c3c4c(cc(OC)c(OC)c4c2cc1OC)CCN3C
→ -1.3%	-3.8%	-3.9%	1.1%
16) CCC1=C(OC(=O)N(CC)CC)N2C(=O)OC(=NCC3CC3)[C@]2(Cc2ccccc2)[C@H]2C1=CC[C@H]1C(=O)N(CC(=O)OC)C(=O)[C@H]12
→ 0.5%	0.8%	-4.4%	-1.0%
17) O=c1ccn([C@@H]2O[C@H](CO)[C@@H](O)[C@H]2O)c(=O)[nH]1
→ -1.8%	-2.1%	0.5%	-2.8%
18) COC(=O)[C@@H]1C[C@@H]2CC[C@@H](O)C[C@@H]2N1Cc1ccc(N2CCN(C)CC2)cc1
→ -1.8%	0.0%	-0.5%	-1.6%
19) COc1ccc2c(c1)[C@@]1(C)CCC[C@](C)(CO)C1CC2 (stereo partly drawn)
→ -0.5%	0.3%	-1.8%	0.2%
20) CCC1=C2CC[C@H]3C(=O)N(C)C(=O)[C@H]3[C@H]2[C@@]2(Cc3ccccc3)C(=NCC(=O)OC)OC(=O)N2C1=O
→ -0.9%	-1.3%	-1.1%	-3.0%
21) COC(=O)CN=C1OC(=O)N2C(=O)C3=C4C(C[C@H]5C(=O)N(c6ccccc6)C(=O)[C@H]5[C@H]4[C@@]12Cc1ccccc1)[C@H]1C(=O)N(c2ccccc2)C(=O)[C@H]1[C@H]3C (stereo partly drawn)
→ -0.4%	-4.0%	-4.1%	-1.6%
22) CCC1=C(OC(=O)N(CC)CC)N2C(=O)OC(=NCCc3c[nH]c4ccccc34)[C@]2(C)[C@H]2C1=CC[C@H]1C(=O)N(CC(=O)OC)C(=O)[C@H]12
→ -2.4%	0.7%	-4.6%	-0.2%
23) CN1C[C@@H]2C(c3ccc(Cl)nc3)C3(c4ccccc4)CC2(C3)[C@H]1c1ccccc1 (stereo partly drawn)
→ -0.2%	0.2%	-0.8%	1.1%
24) O=C(O)c1cc(C2CC2)nc2ccccc12
→ 1.6%	-0.6%	0.6%	-1.1%
25) Cc1ccc2oc(=O)c3c4cc(O)c(O)c(C)c4oc3c2c1
→ -5.9%	-0.3%	-11.4%	-0.6%
26) Cn1c(N)c(C(=O)COC(=O)c2cc(C3CC3)nc3ccccc23)c(=O)n(C)c1=O
→ -9.0%	-0.9%	-4.5%	0.1%
27) CCC1=C(OC(=O)N(CC)CC)N2C(=O)OC(=NCC3CC3)[C@]2(Cc2ccccc2)[C@H]2C1=CC[C@H]1C(=O)N(c3ccccc3)C(=O)[C@H]12
→ -2.6%	0.1%	-4.7%	-0.2%
28) COc1cc(/C=C/C(=O)c2cccs2)cc(OC)c1OC
→ -13.6%	-0.5%	u	-28.8%
29) OC1CCC2Cc3ccccc3N=C12 (stereo not drawn)
→ 2.1%	-0.1%	-0.2%	-0.6%
30) COC(=O)[C@@H]1C[C@@H]2CC[C@@H](O)C[C@@H]2N1Cc1ccc(C(F)(F)F)cc1
→ -2.5%	0.1%	-1.4%	-0.8%
31) COCCN=C1OC(=O)N2C(=O)C3=C4C(C[C@H]5C(=O)N(CC(=O)OC)C(=O)[C@H]5[C@H]4[C@@]12Cc1ccccc1)[C@H]1C(=O)N(CC(=O)OC)C(=O)[C@H]1[C@H]3C (stereo partly drawn)
→ -5.2%	0.4%	-6.3%	-3.0%
32) CCC1=C(OC(=O)N(CC)CC)N2C(=O)OC(=NCCc3c[nH]c4ccccc34)[C@]2(Cc2ccccc2)[C@H]2C1=CC[C@H]1C(=O)NC(=O)[C@H]12
→ -2.8%	1.0%	-6.5%	-0.6%
33) CN1C[C@@H]2C(c3ccc(C(F)(F)F)cc3)C3(c4ccc(C#N)cc4)CC2(C3)[C@H]1c1ccccc1 (stereo partly drawn)
→ -1.6%	-1.3%	-1.4%	-3.2%
34) COc1ccc(-c2coc3cc(OC4OC(CO)C(O)C(O)C4O)cc(O)c3c2=O)cc1 (stereo not drawn)
→ 4.7%	-0.7%	-1.4%	-2.4%
35) CCC1=C(OC(=O)N(CC)CC)N2C(=O)OC(=NCc3ccccc3)[C@]2(C)[C@H]2C1=CC[C@H]1C(=O)N(c3ccccc3)C(=O)[C@H]12
→ -2.8%	-0.5%	-4.2%	1.2%
36) Clc1ccc(C2[C@H]3CN(Cc4cccnc4)[C@H](c4ccccc4)C34CC2(c2ccccc2)C4)cn1 (stereo partly drawn)
→ -3.9%	1.2%	-4.3%	0.9%
37) COC(=O)[C@@H]1C[C@@]2(O)[C@@H](O)[C@@H](O)[C@@H](O)C[C@H]2N1CC1CC1
→ 1.4%	1.0%	-2.0%	-3.0%
38) NC(=O)NCC1CC1
→ -3.2%	2.2%	-2.3%	-4.0%
39) FC(F)(F)c1ccc(CN2C[C@@H]3C(c4ccc(C(F)(F)F)cc4)C4(c5cccnc5)CC3(C4)[C@H]2c2ccccc2)cc1 (stereo partly drawn)
→ -2.4%	-0.2%	-0.6%	-2.7%
40) N[C@H](Cc1cnc[nH]1)C(=O)O
→ 2.6%	0.9%	2.0%	0.4%
41) CC1(C)CCC[C@]2(C)C3CC(=O)O[C@@]3(C)CC[C@H]12 (stereo partly drawn)
→ -0.9%	-0.1%	-0.6%	-2.0%
42) COC(=O)c1ccc(C23CC4(C2)[C@H](CN(Cc2ccc(C(F)(F)F)cc2)[C@@H]4c2ccccc2)C3c2ccc(C(F)(F)F)cc2)cc1 (stereo partly drawn)
→ -2.8%	0.2%	-0.4%	-2.4%
43) CCC1=C(OC(=O)N(CC)CC)N2C(=O)OC(=NCC(=O)OC)[C@]2(C)[C@H]2C1=CC[C@H]1C(=O)N(C)C(=O)[C@H]12
→ -3.1%	-0.4%	-3.1%	-3.1%
44) CC(=O)Oc1ccc(/C=C/C(=O)CC2OC(Oc3cc(OC(C)=O)c4c(c3)O[C@@H](c3ccc(OC(C)=O)cc3)CC4=O)C(OC(C)=O)C(OC(C)=O)C2OC(C)=O)cc1 (stereo partly drawn)
→ -1.0%	-0.4%	0.4%	-2.3%
45) CCC1=C(OC(=O)N(CC)CC)N2C(=O)OC(=NCCc3c[nH]c4ccccc34)[C@]2(Cc2ccccc2)[C@H]2C1=CC[C@H]1C(=O)N(CC)C(=O)[C@H]12
→ -2.2%	-1.1%	-1.7%	1.8%
46) CN1C[C@@H]2C(c3ccc(C(F)(F)F)cc3)C3(c4cccnc4)CC2(C3)[C@H]1c1ccccc1 (stereo partly drawn)
→ -3.4%	-1.5%	-0.3%	-5.0%
47) CN(C)/C=N/c1cc(=O)[nH]c(=O)n1C
→ 6.9%	-2.3%	2.4%	-6.2%
48) O=C(/C=C/c1ccc(O)cc1)c1c(O)cc(O)cc1O
→ 0.1%	0.2%	0.2%	-0.6%
49) COC(=O)c1ccc(C23CC4(C2)[C@H](CN(C)[C@@H]4c2ccccc2)C3c2ccc(Cl)nc2)cc1 (stereo partly drawn)
→ -7.7%	-2.1%	-8.7%	-0.8%
50) FC(F)(F)c1ccc(CN2C[C@@H]3C(c4ccccc4)C4(c5cccnc5)CC3(C4)[C@H]2c2ccccc2)cc1 (stereo partly drawn)
→ -1.6%	-2.0%	-0.5%	-1.1%

(next part)
Value order – Casp1 inh	BRCT PPI red	Caspase-7 inhib	BRCT PPI green
51) CC[C@H](/C=C/[C@@H](C)[C@H]1CC[C@H]2C3CC=C4C[C@@H](O)CC[C@]4(C)C3CC[C@]12C)C(C)C (stereo partly drawn)
→ -0.6%	-2.1%	1.0%	0.0%
52) C#CC(C)OC(=O)C(C)NC(=O)c1ccccc1 (stereo not drawn)
→ 2.1%	1.2%	-0.2%	-1.8%
53) COC(=O)[C@@H]1C[C@@]2(O)[C@H](O)[C@H](O)[C@H](O)C[C@H]2N1Cc1ccc(C)s1
→ 1.2%	-0.9%	-0.4%	-1.8%
54) CN(C)/C=N/c1cc(=O)n(C)c(=O)n1CC1CC1
→ -0.4%	0.3%	-0.3%	0.3%
55) COC(=O)[C@@H]1C[C@@]2(O)[C@@H](O)[C@@H](O)[C@@H](O)C[C@H]2N1Cc1ccc(N2CCOCC2)cc1
→ 1.4%	1.0%	-0.4%	-2.9%
56) COC(=O)c1ccc(C23CC4(C2)[C@H](CN(Cc2cccnc2)[C@@H]4c2ccccc2)C3c2ccc(Cl)nc2)cc1 (stereo partly drawn)
→ -0.3%	-0.6%	-1.9%	-1.1%
57) Cn1c(=O)c(C(=O)COC(=O)c2cc(-c3ccccc3)nc3ccccc23)c(N)n(Cc2ccccc2)c1=O
→ -5.2%	0.9%	-8.2%	10.3%
58) COC(=O)CCC(C)C1CCC2C3C(C[C@H](O)C12C)C1(C)CC[C@@H](O)CC1C[C@H]3O (stereo partly drawn)
→ -0.7%	0.8%	-3.6%	2.2%
59) CCC1=C2CC[C@H]3C(=O)N(CC)C(=O)[C@H]3[C@H]2[C@@]2(C)C(=O)N(CC(=O)OC)C(=O)N2C1=O
→ -8.2%	-0.5%	-0.9%	-2.3%
60) CCC1=C(OC(=O)N(CC)CC)N2C(=O)OC(=NCc3ccccc3)[C@]2(C)[C@H]2C1=CC[C@H]1C(=O)NC(=O)[C@H]12
→ 3.2%	-1.1%	-2.3%	-3.4%
61) CCC1=C2CC[C@H]3C(=O)N(CC(=O)OC)C(=O)[C@H]3[C@H]2[C@@]2(C)C(=O)N(Cc3ccccc3)C(=O)N2C1=O
→ 0.0%	1.0%	-1.2%	-3.8%
62) CC(C)[C@H]1CC[C@@H](C)C[C@H]1O
→ -4.1%	-0.8%	1.0%	-1.7%
